Screens deposited in PubChem BioAssay by National Center for Advancing Translational Sciences (NCATS).
GLP-1R inv ag = inverse agonists of human GLP-1 receptor; HEK293 GLP-1R CRE-luciferase, luminescence, 24 h; GLP-1R form is constitutively active; Potency, µM (top dose mostly 38.3 µM), inactives show top-dose activity change, negative = inhibition, most hits filed as inhibitors; P43220; AID 624417; actives 1.6% (n = 410,000); further: on the % scale 0 is the no-effect control and ±100 the full control effect; nearly all actives have a fitted effect of over 55% in size
Target sequence (P43220 whole entry, looked up): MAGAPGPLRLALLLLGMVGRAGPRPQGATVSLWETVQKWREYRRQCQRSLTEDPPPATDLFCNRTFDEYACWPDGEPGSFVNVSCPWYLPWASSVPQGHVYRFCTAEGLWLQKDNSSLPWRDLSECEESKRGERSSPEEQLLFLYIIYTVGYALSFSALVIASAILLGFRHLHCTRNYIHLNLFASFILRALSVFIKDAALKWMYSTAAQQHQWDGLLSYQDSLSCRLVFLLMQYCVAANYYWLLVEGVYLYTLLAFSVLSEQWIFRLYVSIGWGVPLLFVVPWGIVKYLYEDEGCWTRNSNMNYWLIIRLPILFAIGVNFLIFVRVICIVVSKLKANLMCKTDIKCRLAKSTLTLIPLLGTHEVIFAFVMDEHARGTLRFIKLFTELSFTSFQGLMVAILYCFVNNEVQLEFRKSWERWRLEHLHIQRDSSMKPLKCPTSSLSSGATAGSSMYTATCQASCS
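Luminescence readout: a drop in cAMP-driven luciferase signal flags inverse agonism at a constitutively active GLP-1R stably expressed in HEK293. Compound exposure lasted 24 hr at 37 deg C, 5% CO2.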
HT1080NT lethal = kills 2HG-producing HT-1080-NT fibrosarcoma cells; AID 686970; HT-1080-NT fibrosarcoma viability, CellTiter-Glo ATP luminescence, 48 h; Potency, µM (highest dose often 46.1 µM), without a hit: at the top dose activity, negative = less viability, usual class: cytotoxic; actives 1.6% (n = 360,000);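 further: NT is the 2HG producing partner of a matched IDH1 knockdown line; 0% = DMSO-treated cells and -100% = media-only wells without cells; nearly all actives have a fitted effect of over 55% in size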
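Viability by CellTiter-Glo luminescence after 48 h compound exposure at 37C of HT-1080-NT cells (750/well, RPMI, 5% FBS). % activity scaled between DMSO wells and medium-only wells, then curve-fitted and categorized by curve class.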
KB-3-1 tox = KB-3-1 parental cell cytotoxicity. KB-3-1 viability, CellTiter-Glo ATP luminescence, 72 h. Potency, µM (top dose mostly 46.1 µM), without a hit: at the highest dose activity change, negative = cytotoxic, actives largely listed as cytotoxic. actives 1.4% (n = 400,000); further: on the % scale 0 is the no-effect control and ±100 the full control effect; nearly all actives have a fitted effect of over 60% in size
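72 h, 37 °C compound treatment of KB-3-1 parental cells; CellTiter-Glo added, 10 min, luminescence read. Data corrected against DMSO-only plates and normalized before curve fitting.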
HT1080 IDH1KD tx = kills HT-1080 cells with IDH1 knockdown; Potency, µM (top dose mostly 46.1 µM), inactives show at the highest dose activity, negative = toxicity, actives largely listed as cytotoxic; HT-1080 IDH1 knockdown viability, ATP luminescence, 48 h; actives 2% (n = 360,000);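 further: 0% = DMSO wells and -100% = cell-free medium wells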
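After a 2 h attachment period, IDH1KD HT-1080 cells took pin-transferred compound for 48 h at 37 °C; ATP-based luminescence after 10 min room-temperature reagent incubation reported viability.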
GLP-1R agonist = activates the human GLP-1 receptor; actives 0.007% (n = 380,000); Potency, µM (doses to about 45.6 µM), for the others: at the top dose activation, hits mostly activators; P43220; AID 624172; HEK293 GLP-1R CRE-luciferase, luminescence, 4-6 h; cells express a hypersensitive GLP-1R form; further: % of control where 0% means no effect
KB-V1 MDR tox = KB-V1 MDR subline cytotoxicity. KB-V1 MDR cells viability, CellTiter-Glo, 72 h. Potency, µM (series often up to 46.1 µM), without a hit: at the highest dose activity change, negative = cytotoxicity, usual class: cytotoxic. actives 3.4% (n = 400,000). AID 1347076; further: on the % scale 0 is the no-effect control and ±100 the full control effect; nearly all actives have a fitted effect of over 60% in size
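Cytotoxicity via CellTiter-Glo luminescence after 72 h compound exposure at 37 degrees C. Cells: drug-selected KB-V1 line, DMEM phenol-red free plus 10% FBS. Compounds tested at multiple concentrations; normalized data fitted to concentration-effect curves.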
TDP43 rescue = TDP-43 toxicity inhibition in yeast; TDP-43 expressing yeast growth rescue, BacTiter-Glo, 24 h; Potency, µM (top dose mostly 46.1 µM), for inactives: at the highest dose growth rescue (activation), most hits filed as activators; actives 1.8% (n = 410,000); AID 652104; further: % of control where 0% means no effect; nearly all actives have a fitted effect of over 50% in size
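Growth rescue of TDP-43-toxic yeast measured as ATP luminescence (BacTiter-Glo). Cells grown to mid-log in raffinose, induced in galactose at OD600=0.02, exposed to compound 24 hr at 30 deg C.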
HEK293 tox = cytotoxicity counter-screen for GLP-1 receptor inverse agonists. actives 0.13% (n = 410,000). HEK293 cAMP-luciferase reporter cells, luminescence, 24 h. Potency, µM (titrated, usually from 38.3 µM), for inactives: at the top dose activity change, negative = inhibition, hits mostly inhibitors;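 further: loss of luciferase light is scored as toxicity; on the % scale 0 is the no-effect control and ±100 the full control effect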
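Cells in DMEM/10% Nu serum/1% pen-strep, 1536-well format. Pre-incubated 12 h, dosed with 23 nL compound, incubated a further 24 h. Luciferase detection, 12 min at room temp, luminescence.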
SW480 rereplic = inducers of DNA re-replication in SW480 colon cancer cells; Potency, µM (highest dose often 46.1 µM), for the others: at the highest dose re-replication activation, hits mostly activators; actives 1.8% (n = 340,000); SW480 DNA re-replication, Hoechst DNA content imaging, 48 h; further: % of control where 0% means no effect; nearly all actives have a fitted effect of over 55% in size
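Image-based read-out: total Hoechst fluorescence of nuclei (405 nm excitation, 500-530 nm emission), with hits raising the fraction of high-intensity nuclei. SW480 colon cells incubated 48 hr with compounds at 37 C.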
An asterisk follows results filed as active; & = joins results of further samples; [ ] = remark or other dose. The call rests on the fitted dose curve; in most records, active means well fitted curve in the direction sought with a large enough effect; inconclusive means small, poorly fitted or top-dose-only effect, or another doubt; inactive means no such curve, though single readings can be large; an effect the other way counts as inactive or inconclusive. Potency means the concentration at half of the fitted maximal effect.

What do the screens show for `CCCCn1c(SCC(=O)Nc2ccccc2C(F)(F)F)nc2ccsc2c1=O`?
GLP-1R inv ag: 1%; HT1080NT lethal: -1%; KB-3-1 tox: -12%; HT1080 IDH1KD tx: 4%; GLP-1R agonist: -6%; KB-V1 MDR tox: 2.6µM*; TDP43 rescue: -3%; HEK293 tox: 2%; SW480 rereplic: 1%

How did CCCn1nc(C(=O)OCC(=O)Nc2cccc(S(N)(=O)=O)c2)c2ccccc2c1=O do in these assays?
GLP-1R inv ag: 4%; HT1080NT lethal: 3%; KB-3-1 tox: 1%; HT1080 IDH1KD tx: 3%; GLP-1R agonist: 3%; KB-V1 MDR tox: inconclusive; TDP43 rescue: -7%; HEK293 tox: -1%; SW480 rereplic: -3%

What do the screens show for `O=C(COC(=O)c1cccc(C(F)(F)F)c1)NC(=O)NC1CCCC1`?
GLP-1R inv ag: inconclusive; HT1080NT lethal: -3%; KB-3-1 tox: 7%; HT1080 IDH1KD tx: 26%; GLP-1R agonist: 3%; KB-V1 MDR tox: -21%; TDP43 rescue: 6%; HEK293 tox: -14%; SW480 rereplic: 1%

How did CSc1cccc(NC(=S)NC(=O)CCc2ccccc2)c1 do in these assays?
GLP-1R inv ag: inconclusive; HT1080NT lethal: -17%; KB-3-1 tox: inconclusive; HT1080 IDH1KD tx: -20%; GLP-1R agonist: 14%; KB-V1 MDR tox: inconclusive; TDP43 rescue: inconclusive; HEK293 tox: -4%; SW480 rereplic: inconclusive

Results for COCCNC(=O)C(=O)NNC(=O)CCc1ccccc1 ?
GLP-1R inv ag: 19%; HT1080NT lethal: 14%; KB-3-1 tox: -5%; HT1080 IDH1KD tx: -1%; GLP-1R agonist: 0%; KB-V1 MDR tox: inconclusive; TDP43 rescue: 6%; HEK293 tox: 5%; SW480 rereplic: -1%

Results for CC(C)NC(C(=O)Nc1cc(Cl)cc(Cl)c1)c1ccccc1 (stereo not given) ?
GLP-1R inv ag: 7.9µM*; HT1080NT lethal: -18%; KB-3-1 tox: -5%; HT1080 IDH1KD tx: -14%; GLP-1R agonist: -4%; KB-V1 MDR tox: 5%; TDP43 rescue: -12%; HEK293 tox: -12%; SW480 rereplic: -5%

What do the screens show for `Cc1ccc(S(=O)(=O)N2CCN(C(=O)COC(=O)/C=C/c3ccc(Cl)cc3)CC2)c(C)c1`?
GLP-1R inv ag: -3%; HT1080NT lethal: 8%; KB-3-1 tox: -5%; HT1080 IDH1KD tx: 15%; GLP-1R agonist: 7%; KB-V1 MDR tox: -17%; TDP43 rescue: 18%; HEK293 tox: 7%; SW480 rereplic: -2%

How did COc1cccc(CN(CC(=O)NC2CCCC2)C(=O)Cn2nnc(-c3cccs3)n2)c1 do in these assays?
GLP-1R inv ag: -15%; HT1080NT lethal: 10%; KB-3-1 tox: 4%; HT1080 IDH1KD tx: 2%; GLP-1R agonist: -6%; KB-V1 MDR tox: -24%; TDP43 rescue: -4%; HEK293 tox: -5%; SW480 rereplic: -7%

What do the screens show for `Cc1[nH]ccc(=O)c1OCc1c(F)cccc1Cl`?
GLP-1R inv ag: 8%; HT1080NT lethal: 6%; KB-3-1 tox: 9%; HT1080 IDH1KD tx: 0%; GLP-1R agonist: 5%; KB-V1 MDR tox: 13%; TDP43 rescue: -14%[0.397 µM]; HEK293 tox: -12%; SW480 rereplic: -16%

What do the screens show for `C=CCn1c(COc2ccc(F)cc2)nnc1SC(C)C(=O)NCC1CCCO1` (stereo not given)?
GLP-1R inv ag: -13%; HT1080NT lethal: 4%[9.24 µM]; KB-3-1 tox: -1%; HT1080 IDH1KD tx: 0%; GLP-1R agonist: 3%; KB-V1 MDR tox: inconclusive; TDP43 rescue: 7%; HEK293 tox: 3%; SW480 rereplic: -48%[inhibitor]

How did CCCCCOC(=O)Cn1c(N2CCCCCC2)nc2c1c(=O)[nH]c(=O)n2C do in these assays?
GLP-1R inv ag: 1%; HT1080NT lethal: -1%; KB-3-1 tox: 1%; HT1080 IDH1KD tx: -6%; GLP-1R agonist: -9%; KB-V1 MDR tox: -16%; TDP43 rescue: -4%; HEK293 tox: -14%; SW480 rereplic: -1%

How did CN1CCN(C2=C(Cl)C(=O)N(Cc3ccccc3)C2=O)CC1 do in these assays?
GLP-1R inv ag: 29%; HT1080NT lethal: 5%; KB-3-1 tox: 0%; HT1080 IDH1KD tx: 7%; GLP-1R agonist: 3%; KB-V1 MDR tox: -5%; TDP43 rescue: -13%; HEK293 tox: 11%; SW480 rereplic: 2%

What do the screens show for `CCN(CC)c1ccc(/C=N/N2CCN(Cc3ccccc3Cl)CC2)c(O)c1`?
GLP-1R inv ag: inconclusive; HT1080NT lethal: 3%; KB-3-1 tox: -9%; HT1080 IDH1KD tx: 10%; GLP-1R agonist: 1%; KB-V1 MDR tox: 0%; TDP43 rescue: -6%; HEK293 tox: -12%; SW480 rereplic: inconclusive

How did COc1ccc(-c2csc(NC(=O)CCN3C(=O)C4CC=CCC4C3=O)n2)cc1OC (stereo not given) do in these assays?
GLP-1R inv ag: 23%; HT1080NT lethal: 0%; KB-3-1 tox: -10%; HT1080 IDH1KD tx: -4%; GLP-1R agonist: -1%; KB-V1 MDR tox: inconclusive; TDP43 rescue: 23%; HEK293 tox: -10%; SW480 rereplic: -11%

What do the screens show for `Cc1ccc(-n2ncc3c(N4CCN(c5ccc(F)cc5)CC4)ncnc32)c(C)c1`?
GLP-1R inv ag: 3%; HT1080NT lethal: -2%; KB-3-1 tox: -13%; HT1080 IDH1KD tx: 0%; GLP-1R agonist: -10%; KB-V1 MDR tox: 0%; TDP43 rescue: -20%; HEK293 tox: -1%; SW480 rereplic: 12%

How did O=C(Nc1cccc(C(=O)O)c1)/C(=C\c1ccc2c(c1)OCO2)NC(=O)c1ccc(Br)cc1 do in these assays?
GLP-1R inv ag: 1%; HT1080NT lethal: -7%; KB-3-1 tox: -2%; HT1080 IDH1KD tx: -4%; GLP-1R agonist: -2%; KB-V1 MDR tox: 21%; TDP43 rescue: -19%; HEK293 tox: 3%; SW480 rereplic: -4%

What do the screens show for `CCc1cccc(NC(=O)Cn2c(=O)c3cccn3c3ccccc32)c1`?
GLP-1R inv ag: 16%; HT1080NT lethal: -19%; KB-3-1 tox: 5%; HT1080 IDH1KD tx: -23%; GLP-1R agonist: 5%; KB-V1 MDR tox: 19%; TDP43 rescue: 18%; HEK293 tox: 7%; SW480 rereplic: 3%

What do the screens show for `CN1/C(=C\C(=O)C[n+]2cccc(C(N)=O)c2)C(C)(C)c2ccccc21`?
GLP-1R inv ag: -7%; HT1080NT lethal: 3%; KB-3-1 tox: -2%; HT1080 IDH1KD tx: -22%; GLP-1R agonist: 4%; KB-V1 MDR tox: 13%; TDP43 rescue: -11%; HEK293 tox: -15%; SW480 rereplic: -6%

How did O=C(c1ccc([N+](=O)[O-])o1)N1CCN(c2nc3c(Cl)cccc3s2)CC1 do in these assays?
GLP-1R inv ag: -3%; HT1080NT lethal: -1%; KB-3-1 tox: inconclusive; HT1080 IDH1KD tx: -10%; GLP-1R agonist: 5%; KB-V1 MDR tox: inconclusive; TDP43 rescue: -84%[inhibitor]; HEK293 tox: -2%; SW480 rereplic: inconclusive

Results for CCOc1ccc(NC(=O)CN2C(=O)CCSc3ccc(S(=O)(=O)N4CCCC4)cc32)cc1 ?
GLP-1R inv ag: -2%&2%; HT1080NT lethal: 4%; KB-3-1 tox: -21%; HT1080 IDH1KD tx: 8%; GLP-1R agonist: 3%; KB-V1 MDR tox: -2%; TDP43 rescue: 14%&23%; HEK293 tox: -2%&1%; SW480 rereplic: -9%

How did COc1ccc(Cn2c(=S)[nH]c3cc(C(=O)N4CCN(c5ccccc5)CC4)ccc3c2=O)cc1 do in these assays?
GLP-1R inv ag: 1%; HT1080NT lethal: 13%; KB-3-1 tox: -9%; HT1080 IDH1KD tx: 10%; GLP-1R agonist: 1%; KB-V1 MDR tox: -16%; TDP43 rescue: 6%; HEK293 tox: 4%; SW480 rereplic: -10%

What do the screens show for `CSc1ccc(CCNC(=O)CN2C(=O)CCSc3ccccc32)cc1`?
GLP-1R inv ag: -26%; HT1080NT lethal: 4%; KB-3-1 tox: 10%; HT1080 IDH1KD tx: -8%; GLP-1R agonist: 12%; KB-V1 MDR tox: -5%; TDP43 rescue: -11%; HEK293 tox: 2%; SW480 rereplic: 2%

What do the screens show for `Nc1ccc(C(=O)N/N=C/c2cn(Cc3ccccc3F)c3ccccc23)cc1`?
GLP-1R inv ag: inconclusive; HT1080NT lethal: -26%; KB-3-1 tox: inconclusive; HT1080 IDH1KD tx: inconclusive; GLP-1R agonist: 39%; KB-V1 MDR tox: -23%; TDP43 rescue: 9%; HEK293 tox: -16%; SW480 rereplic: -5%

What do the screens show for `COc1ccc(OC)c(C(=O)CSc2nc3ccccc3n2CC(=O)NC(C)(C)C)c1`?
GLP-1R inv ag: 4%; HT1080NT lethal: 0%; KB-3-1 tox: 16%; HT1080 IDH1KD tx: 0%; GLP-1R agonist: 10%; KB-V1 MDR tox: -2%; TDP43 rescue: 13%; HEK293 tox: -16%; SW480 rereplic: -3%

Results for CCCc1cc(=O)[nH]c(SCC(=O)Nc2ccc(C)cc2)n1 ?
GLP-1R inv ag: 15%; HT1080NT lethal: -6%; KB-3-1 tox: -37%; HT1080 IDH1KD tx: -7%; GLP-1R agonist: -1%; KB-V1 MDR tox: 0%; TDP43 rescue: -3%; HEK293 tox: -3%; SW480 rereplic: 108%[1.84 µM]

The order is random. Share with any hit: about 9.4%.
